GAA glycogen – GAA glycogen-cleavage inhibition or activation; AID 2100; 300,000 tested, 0.38% active; Potency, µM (top dose mostly 76.4 µM), inactives show at the highest dose activity change, negative = inhibition, usual class: inhibitors; P10253; recombinant GAA, glycogen substrate, Amplex Red glucose oxidase fluorescence;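 further: 0% = full enzyme reaction and -100% = no-enzyme basal signal; the screen sought inhibitors and activators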
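Recombinant human enzyme (4 nM); glycogen substrate; 37 C, 40 min, pH 5.0. Readout: coupled glucose oxidase/Amplex Red fluorescence.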
L3MBTL1 inh – L3MBTL1 (human) inhibition. AlphaScreen L3MBTL1–H3K9me1 peptide binding. Potency, µM (series often up to 57.1 µM), without a hit: at the highest dose activity, negative = inhibition, most hits filed as inhibitors. 230,000 tested, 0.66% active; further: nearly all actives have a fitted effect of over 60% in size
Target sequence (Q9Y468 whole entry, looked up): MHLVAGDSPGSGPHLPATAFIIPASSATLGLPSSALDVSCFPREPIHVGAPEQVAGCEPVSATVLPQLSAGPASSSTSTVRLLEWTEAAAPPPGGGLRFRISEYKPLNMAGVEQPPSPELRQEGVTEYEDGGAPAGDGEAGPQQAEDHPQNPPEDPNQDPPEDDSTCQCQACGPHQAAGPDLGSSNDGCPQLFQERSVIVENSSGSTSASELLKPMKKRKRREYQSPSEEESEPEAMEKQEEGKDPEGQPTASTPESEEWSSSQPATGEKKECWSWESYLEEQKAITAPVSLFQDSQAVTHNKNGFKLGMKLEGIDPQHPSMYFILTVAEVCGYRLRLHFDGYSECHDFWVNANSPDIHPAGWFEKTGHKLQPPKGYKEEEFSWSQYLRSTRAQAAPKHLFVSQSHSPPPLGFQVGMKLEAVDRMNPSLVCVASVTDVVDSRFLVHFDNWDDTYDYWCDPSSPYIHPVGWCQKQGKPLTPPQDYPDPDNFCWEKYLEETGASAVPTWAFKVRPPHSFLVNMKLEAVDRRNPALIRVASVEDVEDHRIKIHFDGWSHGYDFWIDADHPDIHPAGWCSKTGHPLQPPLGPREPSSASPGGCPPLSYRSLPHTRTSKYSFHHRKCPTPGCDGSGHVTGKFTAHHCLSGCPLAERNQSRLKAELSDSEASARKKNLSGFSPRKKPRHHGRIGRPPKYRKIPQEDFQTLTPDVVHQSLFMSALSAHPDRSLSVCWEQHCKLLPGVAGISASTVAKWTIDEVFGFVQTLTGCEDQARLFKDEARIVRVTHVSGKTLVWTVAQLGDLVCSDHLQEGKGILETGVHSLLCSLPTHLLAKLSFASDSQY
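L3MBTL1 (50 nM) pre-complexed 30 min with biotinylated H3(1-15)K9me1 peptide (75 nM), then compounds added for 30 min at room temperature; AlphaScreen streptavidin donor/nickel chelate acceptor beads (10 ug/mL final) read after 30 min dark incubation.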
* = called active by the depositor; ? = inconclusive; [ ] = dose if it differs, or a comment. The call rests on the fitted dose curve; in most records, active means well fitted curve in the direction sought with a large enough effect; inconclusive means small, poorly fitted or top-dose-only effect, or another doubt; inactive means no such curve, though single readings can be large; an effect the other way counts as inactive or inconclusive. Unless noted, on the % scale 0 is the no-effect control and ±100 the full control effect; potency means the concentration at half of the fitted maximal effect. Not all compounds are listed (hit frequency here may not be typical).

SMILES	GAA glycogen	L3MBTL1 inh
CCOC(=O)c1c(C)nsc1NC(=O)C1CCCCC1	1%[76.3 µM]	11%
COc1ccc(-c2cc(=O)oc3c(C)c(OCC(=O)NCC4CCC(C(=O)O)CC4)ccc23)cc1 (stereo unspecified)	-7%[76.3 µM]	0%
COc1cc(C(=S)N2CCOCC2)ccc1OC(=O)c1ccccc1[N+](=O)[O-]	-2%[76.3 µM]	-10%
COc1cc(-c2noc(C)c2/C=C/c2ccc(C(=O)O)cc2)cc(OC)c1OC	10%[76.3 µM]	?
CCS(=O)(=O)N1CCC(C(=O)Oc2ccc(Br)cc2)CC1	-15%[0.611 µM]	7%
O=C(N[C@@H]1C[C@H]2CC[C@@H]1C2)c1ccco1	-5%[76.3 µM]	-1%
CN(C)CCCNC(=O)N1c2ccccc2C=Cc2ccccc21	6%[76.3 µM]	10%
CC(=O)Nc1nc2c(ccc3ccccc32)s1	1%[76.3 µM]	4%
N#CC1=C(N)Oc2cc(O)ccc2C1c1ccc(Br)s1 (stereo unspecified)	16%[76.3 µM]	1%
COc1ccc(NC(C)=O)cc1CNC(=O)CN1CCOCC1	-7%[76.3 µM]	9%
Cc1ccc([C@@H]2[C@@H]3C(=O)N(C)C(=O)[C@@H]3[C@]3(C)C(=O)N(Cc4ccc(-c5ccccc5)cc4)CC(=O)N23)o1	8%[76.3 µM]	-3%
Cc1cccc(OC(=O)c2cccnc2)c1	18%[76.3 µM]	1%
COc1ccc(Nc2ncnc3sc(C)cc23)c(OC)c1	-6%[76.3 µM]	3%
O=C(Nc1ccccc1)C1COc2ccccc2O1 (stereo unspecified)	1%[76.3 µM]	1%
COC(=O)CCC(=O)N1CCCC(CO)(Cc2ccccc2F)C1 (stereo unspecified)	6%[76.3 µM]	13%
O=C(NCCn1c(-c2ccncc2)nc2ccccc21)[C@H]1CCCN1c1nc(CN2CCCCC2)cs1	2%[76.3 µM]	7%
COc1ccc(N2CCN(C(=S)Nc3ccc(F)cc3)CC2)cc1	-6%[76.3 µM]	3%[2.29 µM]
O=C(N/C(=C\c1ccc(O)cc1)C(=O)N1CCCCC1)c1ccccc1	0%[76.3 µM]	5%
CN(CCCC(=O)NCCc1ccccc1)S(=O)(=O)c1ccc([N+](=O)[O-])cc1	6%[76.3 µM]	-9%
COc1ccccc1N1CCN(/N=C\c2cccnc2)CC1	-3%[76.3 µM]	-5%
CC1CCCCN1Cc1c(O)ccc2c(=O)c(-c3ccc(Cl)cc3Cl)coc12 (stereo unspecified)	1%[76.3 µM]	5%
COc1ccc(-c2cc3c(=O)n(CC(=O)NCc4ccc(C)cc4)ncn3n2)cc1	3%[76.3 µM]	-5%
Cc1nn(CC(=O)Nc2ccc(Cl)cc2Cl)c(=O)c2ccccc12	9%[76.3 µM]	4%
OCC[C@@H]1C[C@@H](O)[C@H](O)[C@]2(Cc3ccccc3O2)O1	17%[76.3 µM]	-5%
Cc1ccccc1NS(=O)(=O)c1nnc(NC(=O)c2ccccc2F)s1	-10%[76.3 µM]	0%

Of the compounds above, 2 contain bromine.
SMILES	GAA glycogen	L3MBTL1 inh
CCS(=O)(=O)N1CCC(C(=O)Oc2ccc(Br)cc2)CC1	-15%[0.611 µM]	7%
N#CC1=C(N)Oc2cc(O)ccc2C1c1ccc(Br)s1 (stereo unspecified)	16%[76.3 µM]	1%

More records follow:
SMILES	GAA glycogen	L3MBTL1 inh
COc1ccc(N(Cc2cc3cc(C)ccc3[nH]c2=O)C(C)=O)cc1	-5%[76.3 µM]	4%
O=C1CCN(CCc2ccccc2)CCN1CCO	13%[76.3 µM]	3%
Cc1nc2ccc([N+](=O)[O-])cc2c(=O)n1Cc1ccc([N+](=O)[O-])cc1	0%[76.3 µM]	4%
O=C(c1ccc(Cl)cc1)N1N=CCC1(O)c1ccc(Cl)cc1 (stereo unspecified)	?	-6%
O=c1c2ccccc2oc2ccc(NCCCn3ccnc3)cc12	11%[76.3 µM]	-8%
CC1=C(C(=O)OC2CCCCC2)C(c2ccccc2Br)NC(=O)N1 (stereo unspecified)	11%[76.3 µM]	-12%
Cc1cccc(N(CC(=O)NC(C)(C)C)C(=O)CCC(=O)Nc2ccccn2)c1	-5%[76.3 µM]	2%
COc1ccc(C2Nc3ccccc3NC3=C2C(=O)CC(C)(C)C3)cc1OC (stereo unspecified)	4%[76.3 µM]	-5%
C/C(=N/OC(=O)c1ccc(Br)cc1)c1ccc(C)cc1	4%[76.3 µM]	-6%
CN1CCC(OC(=O)c2cc3cc(Br)ccc3oc2=O)CC1	-6%[76.3 µM]	35%[activator]
CCOc1ccc(OCc2ccc(C(=O)NC(C)C)o2)cc1	-5%[76.3 µM]	19%
Cc1ccc(C(=O)NCC(=O)NC2CCCCCC2)cc1	-1%[76.3 µM]	0%
COc1ccccc1N1CCN(/N=C(\C)c2ccc(O)cc2)CC1	11%[76.3 µM]	-8%
Cc1ccc(N2C(=O)CC(C)(C)CC2=O)cc1Cl	12%[76.3 µM]	-3%
CC#CC(=O)N1CCCC(C(=O)c2ccc(SC)cc2)C1 (stereo unspecified)	6%[76.3 µM]	4%
Cc1cc(NC(=O)CC(C)C)c(=O)n(Cc2cccc(F)c2)c1	-5%[76.3 µM]	-20%
COc1cccc(N2CCN(C(=S)Nc3ccccc3OC)CC2)c1	9%[76.3 µM]	-6%[2.29 µM]
COc1ccc(NC(=O)CN(c2ccccc2F)S(=O)(=O)c2ccc(C)cc2)c(OC)c1	-12%[76.3 µM]	-12%
C=CCOc1ccc(/C=C2\SC(N3CCCCC3)=NC2=O)cc1	-2%[76.3 µM]	-7%
CC(=O)N1c2ccccc2Sc2ccccc21	1%[76.3 µM]	0%
CC(C)n1cc(/C=C/c2cc[n+](C)cc2)c2ccccc21	18%[76.3 µM]	0%
O=C(O)CCCC(=O)N1N=C(c2ccco2)CC1c1ccco1 (stereo unspecified)	-16%[76.3 µM]	-3%
CC(=O)N[C@@H]1[C@@H](O)[C@@H]2OC(c3ccccc3)OC[C@H]2O[C@@H]1N=[N+]=[N-] (stereo partly specified)	-17%[76.3 µM]	2%
O=C(NC1CC2CCC(C1)N2Cc1ccccc1)c1ccccc1Cl (stereo unspecified)	0%[76.3 µM]	4%
COc1ccc(OC)c(-c2csc(N(C)C(=O)c3ccco3)n2)c1	-24%[76.3 µM]	0%[2.29 µM]
SMILES	GAA glycogen	L3MBTL1 inh
COc1ccc(CNC(=O)[C@@H](C)NC(=O)[C@@H]2Cc3ccccc3CN2)cc1	3%[76.3 µM]	4%
COc1ccc(F)cc1S(=O)(=O)n1nc(C)cc1C	-4%[76.3 µM]	-1%
COC(=O)CCCC(=O)N1CCCC(C(=O)c2ccc(-c3ccccc3)cc2)C1 (stereo unspecified)	14%[76.3 µM]	-2%
Cc1cc(C)n(C(=O)c2cccc([N+](=O)[O-])c2C)n1	-10%[76.3 µM]	-1%
COc1cccc(CN2CCN(Cc3cc(OC)c(OC)c(OC)c3)CC2)c1OC	2%[76.3 µM]	-2%
COc1cccc(OC)c1NC(=O)Cn1nc(C)c2ccccc2c1=O	10%[76.3 µM]	6%
O=C(O)c1ccc(Cn2ccc3ccccc32)o1	-2%[76.3 µM]	-2%
COc1ccc(CCNS(=O)(=O)c2ccccc2[N+](=O)[O-])cc1OC	8%[76.3 µM]	-6%
CCOc1ccccc1C(=O)Nc1nnc(Cc2ccc(OC)c(OC)c2)s1	11%[76.3 µM]	-3%[2.29 µM]
Cc1cc(OCC(O)CN(C)C(=O)C(C)Oc2ccccc2)ccc1Cl (stereo unspecified)	-4%[76.3 µM]	0%
COc1cccc2oc3cc(C#CC4(O)CCCCC4)ccc3c(=O)c12	5%[76.3 µM]	-1%
CCC(C(=O)O)n1cnc2scc(-c3ccc(C)c(C)c3)c2c1=O (stereo unspecified)	7%[76.3 µM]	7%
COc1ccc(C)cc1NC(=O)c1ccccc1N(C)S(=O)(=O)c1ccccc1	9%[76.3 µM]	4%
CCCN(CCC)S(=O)(=O)c1ccc(C(=O)Nc2ccc(S(=O)(=O)Nc3nnc(CC)s3)cc2)cc1	-23%[76.3 µM]	0%
COc1ccc(N(C(C)C(=O)N(C)Cc2ccccc2)S(C)(=O)=O)cc1 (stereo unspecified)	0%[76.3 µM]	3%
COCCn1c(SCC(=O)Nc2ccccc2OC)nc2ccccc2c1=O	-1%[76.3 µM]	3%
COc1ccc(CN2CCCC(CO)(Cc3ccc(F)cc3)C2)c(OC)c1OC (stereo unspecified)	14%[76.3 µM]	6%
OC(CN1CCCCCC1)CN(c1ccccc1)c1ccccc1 (stereo unspecified)	-4%[76.3 µM]	4%
CN1CCN(CCC(=O)Nc2ccccc2)CC1	8%[76.3 µM]	-5%
COc1ccc(-c2csc(N3CCN(c4cc5c(cc4Cl)nc(-c4ccncc4)n5CCOCCO)CC3)n2)cc1	17%[76.3 µM]	-7%
Cc1c(C(=O)Nc2ccccc2F)cnn1-c1ccccc1	-1%[76.3 µM]	1%
COc1ccc(/C=N/Nc2cc(N3CCOCC3)ncn2)c(OC)c1	7%[76.3 µM]	7%
Cc1cc(Oc2cc(NN3CCCCC3)c([N+](=O)[O-])cc2[N+](=O)[O-])c(C(=O)c2ccccc2)cc1Cl	3%[76.3 µM]	?
CCCCCCCN1CCC(=O)N(CCO)CC1	12%[76.3 µM]	9%
O=C(NNC(=O)c1ccccc1O)c1cccc(Br)c1	16%[76.3 µM]	5%

Molecules shown so far that contain a Cl atom (8):
SMILES	GAA glycogen	L3MBTL1 inh
CC1CCCCN1Cc1c(O)ccc2c(=O)c(-c3ccc(Cl)cc3Cl)coc12 (stereo unspecified)	1%[76.3 µM]	5%
Cc1nn(CC(=O)Nc2ccc(Cl)cc2Cl)c(=O)c2ccccc12	9%[76.3 µM]	4%
O=C(c1ccc(Cl)cc1)N1N=CCC1(O)c1ccc(Cl)cc1 (stereo unspecified)	?	-6%
Cc1ccc(N2C(=O)CC(C)(C)CC2=O)cc1Cl	12%[76.3 µM]	-3%
O=C(NC1CC2CCC(C1)N2Cc1ccccc1)c1ccccc1Cl (stereo unspecified)	0%[76.3 µM]	4%
Cc1cc(OCC(O)CN(C)C(=O)C(C)Oc2ccccc2)ccc1Cl (stereo unspecified)	-4%[76.3 µM]	0%
COc1ccc(-c2csc(N3CCN(c4cc5c(cc4Cl)nc(-c4ccncc4)n5CCOCCO)CC3)n2)cc1	17%[76.3 µM]	-7%
Cc1cc(Oc2cc(NN3CCCCC3)c([N+](=O)[O-])cc2[N+](=O)[O-])c(C(=O)c2ccccc2)cc1Cl	3%[76.3 µM]	?

New compounds follow
SMILES	GAA glycogen	L3MBTL1 inh
COc1ccc(OC)c(NCc2nnc(-c3ccccc3)o2)c1	13%[76.3 µM]	-1%
CSc1ccc(CN2CCc3c([nH]c4ccccc34)C2)cc1	13%[76.3 µM]	-2%
Cc1ccc(Nc2cc(C)c(O)c(C)c2)cc1	?	?
C[C@H](O)c1[nH]c2cc(F)ccc2c1[C@H](C)O	-13%[76.3 µM]	0%
O=[N+]([O-])c1ccc2c(c1)ncn2CCc1ccccc1	5%[76.3 µM]	-1%
C/C(CC(=O)Nc1ccc([N+](=O)[O-])cc1)=N\NC(=O)c1ccccc1[N+](=O)[O-]	1%[76.3 µM]	-9%
Cc1ccc2c(c1)N(CC(=O)NC1CCCCC1)C(=O)c1cccnc1O2	14%[76.3 µM]	7%
O=C(O)C(Oc1ccc2cc(-c3ccc(Cl)cc3)c(=O)oc2c1)c1ccccc1 (stereo unspecified)	1%[76.3 µM]	4%
C=CCN1C(=O)C2(OCCCO2)c2c(C)ccc(C)c21	1%[76.3 µM]	5%
CCOc1ccc(/C=N/NC(=O)CN2CCCCC2)cc1OCC	6%[76.3 µM]	-25%
COc1ccc(NC(=O)/C(C#N)=C/c2ccc(-c3ccccc3C(=O)O)o2)cc1	1%[76.3 µM]	4%
CCOc1ccc(N(CC(=O)NCc2ccc(OC)cc2)S(C)(=O)=O)cc1	16%[76.3 µM]	1%
Cc1nnc(N/N=C/c2ccc(Br)cc2)n1N	?	-1%[2.29 µM]
Cc1ccc2nc(Br)c3c(c2c1)OC(CBr)C3 (stereo unspecified)	-4%[76.3 µM]	2%
O=C(Cc1ccccc1)NCCc1c[nH]c2ccccc12	0%[76.3 µM]	9%
O=C(NCc1ccc2c(c1)OCO2)C1CCCCC1	0%[76.3 µM]	-4%
CCOC(=O)c1ccc(-c2c(-c3ccc4c(c3)OCO4)noc2-c2ccsc2)cc1F	12%[76.3 µM]	9%
O=C(NCCCN1CCOCC1)c1onc(CSc2nc3ccccc3[nH]2)c1C(=O)NCCCN1CCOCC1	15%[76.3 µM]	9%
COc1ccc(N2CCN(C(=O)c3ccc(CNc4c(N5CCOCC5)c(=O)c4=O)cc3)CC2)cc1	12%[76.3 µM]	-8%
Cc1ccc([N+](=O)[O-])cc1Nc1nc(N2CCCC2)nc(N2CCCC2)n1	32µM*	-8%[2.29 µM]
CCOc1ccc(S(=O)(=O)n2cnc(C)c2)cc1	-12%[76.3 µM]	-1%
CN(CCC(=O)Nc1ccc(Cl)cc1)Cc1ccccc1	0%[76.3 µM]	2%[2.29 µM]
CN1C2CCC1CC(NC(=O)c1cc(Cl)cc3[nH]cnc13)C2 (stereo unspecified)	-3%[3.05 µM]	-6%
CCSc1nc2sc3c(c2c(=O)[nH]1)CC(C)(C)OC3	1%[76.3 µM]	2%
COc1ccccc1NC(=O)c1cc[n+](C)cc1	14%[76.3 µM]	3%
